FN deposit inh – fibronectin deposition inhibition | hit rate 0.086% among 350,000 | AH1F fibroblasts, Alexa488-fibronectin deposition fluorescence, overnight | inhibition, % at 12.6 µM;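 active = mean inhibition across replicates of 30% or more, regardless of how many single replicates reach that level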;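 note: positive control wells lacked labelled fibronectin entirely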
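material = AH1F fibroblast monolayer depositing Alexa488-labelled fibronectin into matrix | amount = 10000 AH1F cells/well | buffer or medium = DMEM plus 2% serum, read in PBS | incubation = 1 h cell adhesion before compound, then overnight fibronectin incubation | detection = fluorescence at 485 nm excitation, 525 nm emission | evaluation = percent inhibition as loss of matrix-bound fibronectin fluorescence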
Casp6 inh – inhibitors of human caspase-6; purified caspase-6, Z-VEID-R110 cleavage fluorescence; P55212; hit rate 0.53% among 350,000; inhibition, % at 12.5 µM;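 active = mean inhibition across replicates at least about 35%, with every replicate also reaching that limit, limit read from the data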;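 note: 0% = median of neutral control wells and 100% = no fluorescence left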
Target sequence (P55212 24-179 limits assumed): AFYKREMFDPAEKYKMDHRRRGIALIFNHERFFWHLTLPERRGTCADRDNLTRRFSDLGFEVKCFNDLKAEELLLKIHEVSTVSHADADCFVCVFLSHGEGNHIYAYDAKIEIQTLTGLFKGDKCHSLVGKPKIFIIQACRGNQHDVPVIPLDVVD
Target sequence (P55212 194-293 limits assumed): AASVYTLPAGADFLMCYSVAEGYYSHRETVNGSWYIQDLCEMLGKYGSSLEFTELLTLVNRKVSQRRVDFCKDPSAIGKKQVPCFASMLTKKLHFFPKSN
LGR2 inh – blocks bursicon-induced cAMP signaling via Drosophila LGR2; HEK293 LGR2, CRE-luciferase, bursicon-stimulated, 4 h; inhibition, % at 9.99 µM; hit rate 0.35% among 380,000;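 active = drop in luminescence signal, shown as inhibition above about 50% in the replicate tests, limit read from the data, passing the limit was not always enough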;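 note: agonist challenge used bursicon conditioned medium at about half maximal strength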
SIRT5 inh – blocks human SIRT5 desuccinylation of peptide | Q9NXA8 | Purified SirT5, succinyl-peptide AMC, trypsin-coupled fluorescence | inhibition, % at 15 µM | hit rate 1.1% among 330,000; in the data active = inhibition above about 15%
Target sequence (Q9NXA8 whole entry, looked up): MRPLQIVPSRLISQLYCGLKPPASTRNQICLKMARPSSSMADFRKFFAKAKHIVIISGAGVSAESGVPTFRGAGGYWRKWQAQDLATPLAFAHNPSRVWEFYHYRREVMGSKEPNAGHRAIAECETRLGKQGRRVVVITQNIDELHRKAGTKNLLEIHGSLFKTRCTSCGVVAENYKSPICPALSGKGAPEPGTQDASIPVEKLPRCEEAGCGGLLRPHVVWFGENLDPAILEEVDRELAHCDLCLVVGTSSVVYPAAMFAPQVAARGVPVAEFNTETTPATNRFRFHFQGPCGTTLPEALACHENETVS
esBAF inh – inhibitors of esBAF chromatin remodeling in mouse ES cells. Bmi1-luciferase knock-in reporter, 24 h; 100% = twice the neutral-well signal. reporter increase, % at 12.5 µM. hit rate 2% among 350,000; in the data active = activation above about 40%;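 note: 0% = median of the plate's neutral control wells and 100% = double that signal; a rise in the Bmi1 reporter signal indicates esBAF inhibition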
Statin myotox sup – suppression of simvastatin myotoxicity; hit rate 0.78% among 330,000; rescue of ATP level, % at 7.49 µM; C2C12 myotubes + simvastatin, ATP luminescence, 48 h; scaled: DMSO 0, geranylgeraniol control 100;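 active = mean ATP rescue above about 67%, or every replicate alone reaching that limit, limit read from the data, passing the limit was not always enough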;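 note: myotubes were challenged with 10 µM simvastatin during compound exposure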
S100A4 inh HTS – inhibitors of human S100A4 binding to myosin IIA peptide. S100A4/TAMRA-MyoIIA peptide fluorescence polarization. inhibition, % at 10.7 µM. hit rate 0.14% among 360,000. AID 652163;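 active = mean inhibition of at least 70% across replicates, with every replicate also reaching that level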
Target sequence (P26447 whole entry, looked up): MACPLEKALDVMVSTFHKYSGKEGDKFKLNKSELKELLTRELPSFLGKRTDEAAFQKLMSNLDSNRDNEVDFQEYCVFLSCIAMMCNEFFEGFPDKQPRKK
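Material: human S100A4 monomer with TAMRA-labelled myosin IIA peptide; buffer or medium: HEPES pH 7.2 with CaCl2, KCl, NaCl, DTT, Triton; compound dosing: one concentration per compound; schedule: 5 min incubation before reading; benchmarks: neutral control DMSO, positive control TFP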
The depositor's hits bear a star; . = not tested or not shown; & = joins results of further samples. The list is partial, so the mix of outcomes need not match the whole.

no.	SMILES	FN deposit inh	Casp6 inh	LGR2 inh	SIRT5 inh
1	CCC(=O)c1ccccc1OCCN1CCN(Cc2ccccc2)CC1	3	-2	28	-2
2	CC1CN(C(=S)Nc2ccc(F)cc2F)CC(C)O1 (stereo not drawn)	6	2	-11	-3
3	Cc1cccc(CN2CCC(C(=O)Nc3ccc(-n4nc(C)cc4C)cc3)CC2)n1	-15	-3	8	1
4	O=S(=O)(c1cccc(COc2c(Cl)cccc2Cl)c1)N1CCOCC1	0	4	-3	-6
5	O=C(CCN1CCCCC1)N[C@@H]1C=C[C@@H](CC(=O)N2CCC(Cc3ccccc3)CC2)O[C@H]1CO	0	0	3	-2
6	Cc1ccc(S(=O)(=O)Nc2cccc3c2O[C@H](CN(C)S(=O)(=O)c2ccc(F)cc2)[C@H](C)CN([C@H](C)CO)C3=O)cc1	.	.	-3	.
7	COc1cc(CNCCCN2CCOCC2)ccc1OCC(=O)NC(C)(C)C	5	-2	-18	0
8	CO[C@H]1CN(C)C(=O)c2cc(NC(=O)C3CCOCC3)ccc2OC[C@H](C)N(Cc2nccs2)C[C@H]1C	0&-1	0&1	7&-22	0
9	O=C(CN1CCOCC1)NCC[C@@H]1CC[C@H](NC(=O)c2ccc3c(c2)OCO3)[C@H](CO)O1	3	-1	-37	-2
10	Cn1cc(Cl)c(C(=O)NNC(=S)Nc2cccc(Cl)c2)n1	12	1	0	-2
11	O=C(O)c1cccc(S(=O)(=O)NCC2COc3ccccc3O2)c1 (stereo not drawn)	3	0	.	2
12	O=S(=O)(c1cccs1)N1CCN(Cc2nc3ccccc3s2)CC1	9	.	.	.
13	COc1cccc(NC(=O)CSc2nnc(Cc3cccn3C)n2-c2ccc(F)cc2)c1	12	4	-10	.
14	CN(C)CC(=O)Nc1ccc2c(c1)[C@@H]1C[C@H](CC(=O)NCC3CC3)O[C@@H](CO)[C@@H]1O2	-1	2	1	2
15	O=C(NNC(=O)c1cccc(-n2cnnn2)c1)c1ccccc1	6	-3	-11	-1

no.	esBAF inh	Statin myotox sup	S100A4 inh HTS
1	.	.	6
2	-5	-4	0
3	-2	-2	5
4	.	.	-8
5	10	4	0
6	1	13	.
7	.	.	-5
8	1	18	-23&3
9	3	-4	-1
10	.	.	-1
11	-1	2	-1
12	-4	21	.
13	7	8	-2
14	5	8	3
15	.	.	0

Random excerpt: five compounds from above, in no set order.
no.	SMILES	FN deposit inh	Casp6 inh	LGR2 inh	SIRT5 inh
5	O=C(CCN1CCCCC1)N[C@@H]1C=C[C@@H](CC(=O)N2CCC(Cc3ccccc3)CC2)O[C@H]1CO	0	0	3	-2
7	COc1cc(CNCCCN2CCOCC2)ccc1OCC(=O)NC(C)(C)C	5	-2	-18	0
3	Cc1cccc(CN2CCC(C(=O)Nc3ccc(-n4nc(C)cc4C)cc3)CC2)n1	-15	-3	8	1
4	O=S(=O)(c1cccc(COc2c(Cl)cccc2Cl)c1)N1CCOCC1	0	4	-3	-6
6	Cc1ccc(S(=O)(=O)Nc2cccc3c2O[C@H](CN(C)S(=O)(=O)c2ccc(F)cc2)[C@H](C)CN([C@H](C)CO)C3=O)cc1	.	.	-3	.

no.	esBAF inh	Statin myotox sup	S100A4 inh HTS
5	10	4	0
7	.	.	-5
3	-2	-2	5
4	.	.	-8
6	1	13	.

Further results follow.
no.	SMILES	FN deposit inh	Casp6 inh	LGR2 inh	SIRT5 inh
16	COc1ccc(C(OCC(O)CN2CCC(O)CC2)c2ccc(OC)cc2)cc1 (stereo not drawn)	0	3	-4	1
17	CCCNC(=O)[C@@H]1[C@@H](CO)[C@@H]2Cn3c(ccc(C4=CCCCC4)c3=O)[C@H]1N2C(=O)CC	.	.	3	.
18	C[C@H](CO)N1C[C@H](C)[C@@H](CN(C)Cc2ccc(Cl)c(Cl)c2)Oc2c(NC(=O)NC3CCCCC3)cccc2C1=O	.	-1	5	11
19	CCCCN(CCCC)CCCNC(=O)c1ccc2nc(-c3ccccc3NC(C)=O)c(=O)[nH]c2c1	0	-19	1	1
20	CN(C)C(=O)[C@@]1(Cc2ccccc2N=[N+]=[N-])N=C(c2ccc(OCCCO)cc2)O[C@H]1c1ccccc1	.	1	.	2
21	CCn1ccnc1CNC(=O)c1ccc2oc(C(C)C)nc2c1	-4	-5	2	-1
22	COc1ccc(C(=O)Nc2ccc3c(c2)OC[C@@H](C)N(Cc2cocn2)C[C@H](C)[C@H](OC)CN(C)C3=O)cc1	-9	0	9	-5
23	Cc1ccc(SCC(=O)OCC(=O)N(C)CC(=O)Nc2ccccc2Cl)cc1	-5	2	1	2
24	CCC(=O)NC(c1ccc(OC)cc1)c1cc(Cl)c2cccnc2c1O (stereo not drawn)	14	1	10	0
25	CCN(CC(=O)Nc1ccc(NC(C)=O)cc1)C(=O)c1c(-c2c(F)cccc2Cl)noc1C	0	-2	-1	0
26	O=C(C[C@H]1CC[C@@H](NC(=O)CCN2CCCCC2)[C@H](CO)O1)Nc1ccc(-c2ccccc2)cc1	5	-3	-5	-1
27	Cc1cccc(C)c1OCC(=O)N(Cc1ccc(Cl)cc1)C1CCS(=O)(=O)C1 (stereo not drawn)	2	-3	19	-1
28	Oc1[nH]c2ccc(Br)cc2c1N=Nc1ccc(F)cc1	6	.	-19	-1
29	Cc1ccc(CNC(=O)C2CCC(CNS(=O)(=O)c3cccs3)CC2)cc1 (stereo not drawn)	-3	4	-9	-2
30	C=C(C)CSc1nc(N)c2c3c(sc2n1)CCC3	.	2	-7	-2

no.	esBAF inh	Statin myotox sup	S100A4 inh HTS
16	-5	24	-7
17	8	25	.
18	-2	.	3
19	5	-13	-6
20	.	.	-4
21	-3	0	-13
22	-2	2	31
23	-1	-4	-5
24	.	.	-8
25	1	-9	-2
26	-1	-15	-11
27	12	12	1
28	1	-11	40
29	2	23	1
30	75*	3	4

Continued:
no.	SMILES	FN deposit inh	Casp6 inh	LGR2 inh	SIRT5 inh
31	O=C(Nc1ccccc1C(=O)N1CCCCC1)NC1CCCCC1	4	.	-3	-4
32	CCCCCOc1ccc(C(=O)Nc2ccc(S(=O)(=O)Nc3cc(C)on3)cc2)cc1	-4	4	0	-2
33	CC(C)CC#Cc1cnc2c(c1)C(=O)N([C@@H](C)CO)C[C@H](C)[C@H](CN(C)Cc1ccc(C(=O)O)cc1)O2	.	-2	-3	0
34	C/C=C/c1ccc([C@H]2[C@@H](CO)N(S(C)(=O)=O)[C@H]2CNC(C)C)cc1	-17	1	-11	-2
35	C[C@@H]1CN([C@@H](C)CO)S(=O)(=O)c2ccc(C#CCN(C)C)cc2O[C@@H]1CN(C)C(=O)C1CC1	-2	.	0	.
36	CN(Cc1ccccc1)S(=O)(=O)c1ccc(Cl)c(C(=O)NCCc2ccccn2)c1	-8	-3	-4	-1
37	Cc1ccc(SCC(=O)OCC(=O)NCCNC(=O)COC(=O)CSc2ccc(C)c(C)c2)cc1C	6	-5	-7	-1
38	O=[N+]([O-])c1cc(C2Nc3cccc4cccc(c34)N2)ccc1Cl	-4	21	.	-1
39	Cc1cc(Br)ccc1NC(=O)c1sc2ncnc(N3CCN(c4ccccn4)CC3)c2c1C	-8	.	18	-5
40	CCN1CCN(C(=O)C(C)Oc2ccc(S(=O)(=O)N3CCCC3)cc2C(N)=O)CC1 (stereo not drawn)	2	-3	-7	-5
41	COc1ccc(NC(=O)COc2ccc3c(C)cc(=O)oc3c2)cc1S(=O)(=O)N1CCCCC1	6	-3	-2	-3
42	O=C(Nc1ccccc1)C1Cc2c(-c3ccccc3Oc3ccccc3)ccnc2O1 (stereo not drawn)	-8	.	26	-3
43	O=C1CCCc2c1[nH]c1c(Br)cccc21	.	.	-9	.
44	COc1ccccc1NC(=O)[C@@H]1CCCN1S(=O)(=O)c1ccc(Cl)cc1	.	-1	1	-2
45	CCOc1ncccc1C(=O)N1CCCSC1=Nc1ccccc1OC	3	-2	-1	4

no.	esBAF inh	Statin myotox sup	S100A4 inh HTS
31	4	5	3
32	7	9	-3
33	-5	-1	6
34	.	.	-1
35	-4	5	.
36	0	0	-24
37	-6	-9	3
38	.	.	-1
39	14	-11	-11
40	-3	11	-4
41	-8	8	-7
42	-3	5	2
43	-8	-10	.
44	6	6	2
45	.	.	23

The list goes on.
no.	SMILES	FN deposit inh	Casp6 inh	LGR2 inh	SIRT5 inh
46	COc1ccc(CC(=O)Oc2ccc(C)cc2C)cc1	2	-1	1	0
47	CCOc1ccc(NC(=O)COC(=O)c2cc(C)oc2C)cc1	-2	1	-1	-2
48	COc1ccc(O)c(C(=O)C2c3ccccc3C(=O)N2c2ccc(C)cc2)c1 (stereo not drawn)	2	3	-27	1
49	CCOc1cc(N2CCOCC2)c(OCC)cc1NC(=O)c1ccc(OC(C)C)cc1	2	-5	0	-2
50	CC(=O)Nc1ccc(NC(=O)C(C)n2nc(C)c([N+](=O)[O-])c2C)cc1 (stereo not drawn)	-3	-1	11	28*
51	OCC1(CCc2ccccc2)CCN(Cc2ccc(OC(F)F)cc2)CC1	-16	-2	3	.
52	COc1ccc2[nH]c3c(c2c1)CCN1C(=O)C(CC(=O)NCCCn2ccnc2)C[C@H](C(=O)N(C(C)C)C(C)C)[C@@]31C (stereo partly drawn)	-7	-12	-19	-3
53	O=C(Nc1cccc(OC(F)(F)F)c1)c1ccc(Br)o1	-2	.	.	.

no.	esBAF inh	Statin myotox sup	S100A4 inh HTS
46	3	11	-9
47	-4	-3	-3
48	38	16	-1
49	.	.	-4
50	-3	6	-7
51	-1	-14	-2
52	-1	3	1
53	20	-4	.

Part of the list above, reformatted.
47	CCOc1ccc(NC(=O)COC(=O)c2cc(C)oc2C)cc1
  FN deposit inh: -2
  Casp6 inh: 1
  LGR2 inh: -1
  SIRT5 inh: -2
  esBAF inh: -4
  Statin myotox sup: -3
  S100A4 inh HTS: -3

48	COc1ccc(O)c(C(=O)C2c3ccccc3C(=O)N2c2ccc(C)cc2)c1 (stereo not drawn)
  FN deposit inh: 2
  Casp6 inh: 3
  LGR2 inh: -27
  SIRT5 inh: 1
  esBAF inh: 38
  Statin myotox sup: 16
  S100A4 inh HTS: -1

49	CCOc1cc(N2CCOCC2)c(OCC)cc1NC(=O)c1ccc(OC(C)C)cc1
  FN deposit inh: 2
  Casp6 inh: -5
  LGR2 inh: 0
  SIRT5 inh: -2
  esBAF inh: .
  Statin myotox sup: .
  S100A4 inh HTS: -4

46	COc1ccc(CC(=O)Oc2ccc(C)cc2C)cc1
  FN deposit inh: 2
  Casp6 inh: -1
  LGR2 inh: 1
  SIRT5 inh: 0
  esBAF inh: 3
  Statin myotox sup: 11
  S100A4 inh HTS: -9

Bioassay records as filed in PubChem BioAssay.
